Screening results from PubChem.
ALDH1A1 block = qHTS Assay for Inhibitors of Aldehyde Dehydrogenase 1 (ALDH1A1); Purified ALDH1A1, NADH fluorescence, propionaldehyde substrate; Potency, µM (top dose mostly 75.3 µM), for inactives: at the highest dose activity, negative = inhibition, most hits filed as inhibitors; 220,000 compounds, 7.3% hits; AID 1030, 2008; active = well fitted inhibition curve with a large enough effect, not every such curve was filed as active; inconclusive = small, poorly fitted or top-dose-only effect, or another doubt; inactive = no such curve, though single readings can be large or run the other way;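 note: plate controls were no enzyme wells and a reference inhibitor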
TRb SRC2 PPI = qHTS for Inhibitors of the Interaction of Thyroid Hormone Receptor and Steroid Receptor Coregulator 2. TRbeta-SRC2 peptide binding, fluorescence polarization; receptor liganded with 1 µM T3. Potency, µM (doses to about 106 µM), for inactives: top-dose activity change, negative = inhibition, hits mostly inhibitors. 280,000 compounds, 0.065% hits. AID 1469, 2008;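 note: plate controls were bound peptide for no effect and peptide without receptor for full effect; nearly all actives have a fitted effect of over 50% in size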
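Each compound concentration gave % activity, normalized to unbound and bound Texas Red SRC2 controls, from polarization read after 5 hr ambient incubation with T3-loaded human TRb LBD.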
KDM4E inh = qHTS Assay for Inhibitors of Human Jumonji Domain Containing 2E (JMJD2E) | JMJD2E catalytic domain, FDH-coupled NADH fluorescence (FDH is formaldehyde dehydrogenase) | AID 2147, 2009 | Potency, µM (titrated, usually from 57.1 µM), without a hit: at the top dose activity change, negative = inhibition, hits mostly inhibitors | 230,000 compounds, 1.6% hits; active = well fitted inhibition curve with a large enough effect, not every such curve was filed as active; inconclusive = small, poorly fitted or top-dose-only effect, or another doubt; inactive = no such curve, though single readings can be large or run the other way;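 note: 0% = wells with enzyme and -100% = buffer wells without enzyme; nearly all actives have a fitted effect of over 50% in size; many of its hits are not listed in these tables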
Target sequence (B2RXH2 1-337 limits assumed): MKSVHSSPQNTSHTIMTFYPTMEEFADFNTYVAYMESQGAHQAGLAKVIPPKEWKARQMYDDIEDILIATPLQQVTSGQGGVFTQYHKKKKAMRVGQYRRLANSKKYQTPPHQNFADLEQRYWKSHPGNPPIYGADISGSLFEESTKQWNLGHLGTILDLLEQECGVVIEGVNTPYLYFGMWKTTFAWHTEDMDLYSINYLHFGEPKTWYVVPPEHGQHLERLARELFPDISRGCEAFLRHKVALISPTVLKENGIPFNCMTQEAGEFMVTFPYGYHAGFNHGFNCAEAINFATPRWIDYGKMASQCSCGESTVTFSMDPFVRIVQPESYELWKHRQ
RGS12 GoLoco inh = qHTS Assay for Inhibitors of RGS12 GoLoco Motif Activity (Red Fluorophore); Gai1:RGS12 GoLoco peptide FP, rhodamine, 10 min; AID 880, 2007; Potency, µM (series often up to 61.6 µM), inactives show at the top dose activity, negative = inhibition, most hits filed as inhibitors; 230,000 compounds, 0.44% hits; Guanine nucleotide-binding protein G(i) subunit alpha-1 (Homo sapiens), P63096; active = well fitted inhibition curve with a large enough effect, not every such curve was filed as active; inactive = no such curve, though single readings can be large or run the other way; note: % is set by controls: 0 for no effect and ±100 for the full control effect; nearly all actives have a fitted effect of over 30% in size; many of its hits are not listed in these tables
LMNA splice mod = qHTS Assay for Modulators of Lamin A Splicing; HeLa LMNA splicing GFP/RFP minigene ratio, 48 h; Potency, µM (doses to about 46.1 µM), for the others: at the top dose ratio change, negative = inhibition, hits mostly inhibitors; 200,000 compounds, 0.01% hits; AID 1487, 2009; active = well fitted inhibition curve with a large enough effect in the signal ratio, with a control signal flat, not every such curve was filed as active; inconclusive = small, poorly fitted or top-dose-only effect, or effect the other way, or a change in a side signal; the % refers to the signal ratio; note: % is set by controls: 0 for no effect and ±100 for the full control effect
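S3 HeLa cells stably expressing lamin A-EGFP splicing minigene plus DsRed2, 600 cells/well, 48 h compound exposure at 37C. Laser-scanning cytometry; analysed as GFP (500-530 nm)/RFP (575-640 nm) total intensity ratio; 0.5% DMSO vehicle.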
TexasRed fluor = Total Fluorescence Counterscreen for Inhibitors of the Interaction of Thyroid Hormone Receptor and Steroid Receptor Coregulator 2; 280,000 compounds, 0.29% hits; TRb/SRC2 Texas Red total fluorescence interference; Potency, µM (top dose mostly 106 µM), inactives show at the highest dose fluorescence change, negative = quenching; active = well fitted curve in either direction with a large enough effect; inconclusive = small, poorly fitted or top-dose-only effect; note: % is set by controls: 0 for no effect and ±100 for the full control effect
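Flags fluorescent or light-absorbing compounds by total fluorescence, S + 2P, at 555 nm excitation and 632 nm emission. Mixture: 20 nM Texas Red SRC2 peptide, 0.6 uM human TRb LBD, 1 uM T3, 5% DMSO; compound exposure 5 h at ambient temperature.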
RECQ1 helicase = qHTS Assay for Inhibitors of RecQ-Like Dna Helicase 1 (RECQ1); ATP-dependent DNA helicase Q1 (Homo sapiens), P46063; RECQ1 DNA unwinding, red fluorescence kinetic read; Potency, µM (titrated, usually from 57.3 µM), for inactives: at the highest dose activity, negative = inhibition, hits mostly inhibitors; 240,000 compounds, 0.54% hits; AID 2549, 2010;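 note: plate controls were vehicle for no effect and no enzyme for full effect; nearly all actives have a fitted effect of over 30% in size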
Target sequence (P46063 whole entry, looked up): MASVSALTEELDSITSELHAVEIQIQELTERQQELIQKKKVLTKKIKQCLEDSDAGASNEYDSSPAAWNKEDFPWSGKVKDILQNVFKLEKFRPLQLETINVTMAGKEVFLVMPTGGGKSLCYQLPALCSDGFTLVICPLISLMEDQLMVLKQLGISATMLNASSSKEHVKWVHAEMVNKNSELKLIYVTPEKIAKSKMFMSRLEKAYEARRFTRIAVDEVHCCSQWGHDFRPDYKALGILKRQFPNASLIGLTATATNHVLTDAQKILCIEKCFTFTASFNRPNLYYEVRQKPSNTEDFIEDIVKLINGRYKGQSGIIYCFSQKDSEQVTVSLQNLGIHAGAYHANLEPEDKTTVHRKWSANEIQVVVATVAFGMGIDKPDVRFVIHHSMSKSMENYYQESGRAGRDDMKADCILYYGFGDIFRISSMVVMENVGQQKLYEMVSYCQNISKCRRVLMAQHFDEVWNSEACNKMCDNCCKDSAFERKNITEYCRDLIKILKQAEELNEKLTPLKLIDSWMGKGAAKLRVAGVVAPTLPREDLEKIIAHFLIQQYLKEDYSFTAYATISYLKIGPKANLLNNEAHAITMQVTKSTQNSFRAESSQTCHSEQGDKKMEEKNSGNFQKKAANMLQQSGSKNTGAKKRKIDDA
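50 nM RECQ1T1 preincubated 15 min with compound in Tris pH 8.0 buffer with MgCl2, DTT, Tween-20 and 2.5 ug/ml poly(dI-dC); started with 200 nM TAMRA/BHQ-2 forked duplex and 2 mM ATP. Unwinding read as fluorescence (525/598 nm), two reads 2 h apart.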
SMN2 splice enh = qHTS Assay for Enhancers of SMN2 Splice Variant Expression | AID 1458, 2008 | Potency, µM (top dose mostly 46.1 µM), inactives show at the highest dose activity change, positive = activation, hits mostly activators | HEK293 SMN2-luciferase splicing reporter, luminescence, 30-36 h | 210,000 compounds, 2.8% hits; note: % of control where 0% means no effect; nearly all actives have a fitted effect of over 55% in size
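HEK293 cells carry an SMN2 minigene-luciferase reporter in which exon 7 inclusion puts luciferase in frame. Cells were seeded at 2000 cells/well, attached for 10-12 hours, then exposed to compounds for 30-36 hours at 37C before ONE-Glo luminescence.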
Active calls of the source: *; [ ] = another dose, or the depositor's remark. Unless noted, calls come from the whole dose curve; as a rule, active = well fitted curve in the direction sought with a large enough effect; inconclusive = small, poorly fitted or top-dose-only effect, or another doubt; inactive = no such curve, though single readings can be large; an effect the other way counts as inactive or inconclusive. Potency is the fitted concentration of half-maximal effect. This is a subset, so the mix of outcomes need not match the whole.

For CN(NC1OC(=O)c2ccccc21)c1ccc(C(F)(F)F)cc1[N+](=O)[O-] (stereo not drawn) the results were ALDH1A1 block 2%, TRb SRC2 PPI -10%, KDM4E inh -7%, RGS12 GoLoco inh 5%, LMNA splice mod 4%[46 µM], TexasRed fluor -4% and RECQ1 helicase -1%.
For CCN(Cc1cc(=O)n2ccsc2n1)Cc1nc2cc(OC)c(OC)cc2c(=O)[nH]1 the results were TRb SRC2 PPI 5%, KDM4E inh -15%, RGS12 GoLoco inh -13%, TexasRed fluor 0% and RECQ1 helicase 0%.
For COC(=O)N/N=C/c1cccc(OC(=O)c2ccc3c(c2)OCO3)c1 the results were ALDH1A1 block 2%, TRb SRC2 PPI -10%, KDM4E inh 0%, RGS12 GoLoco inh -7%, TexasRed fluor -1% and RECQ1 helicase -7%.
For Cn1cc(Br)c(C(=O)NNC(=O)Nc2ccccc2C(F)(F)F)n1 the results were ALDH1A1 block 0%, TRb SRC2 PPI 0%, KDM4E inh -3%, RGS12 GoLoco inh 0%, LMNA splice mod inconclusive, TexasRed fluor -1%, RECQ1 helicase inactive and SMN2 splice enh 7%.
Cc1cc(=O)oc(C)c1C(=O)NC12CC3CC(CC(C3)C1)C2 was read as ALDH1A1 block -7%, TRb SRC2 PPI -9%, KDM4E inh -3%, RGS12 GoLoco inh -12%, LMNA splice mod 7%, TexasRed fluor -3%, RECQ1 helicase -10% and SMN2 splice enh 5%.
COc1cccc(C2/C(=C(\O)c3ccc4c(c3)OCCO4)C(=O)C(=O)N2CCN(C)C)c1 (stereo not drawn) was read as ALDH1A1 block -5%, TRb SRC2 PPI 4%, KDM4E inh -4%, RGS12 GoLoco inh 15%, LMNA splice mod 2%, TexasRed fluor 0%, RECQ1 helicase inactive and SMN2 splice enh 1%.
Screening O=C(CCNS(=O)(=O)c1cccc2nsnc12)N1CCc2ccccc21 returned ALDH1A1 block 1%, TRb SRC2 PPI -2%, KDM4E inh -2%, RGS12 GoLoco inh -11%, LMNA splice mod -6%, TexasRed fluor 0%, RECQ1 helicase 0% and SMN2 splice enh -90%[inhibitor].
`COc1ccc(Sc2ccccc2CN(C)C)cc1OC` gave ALDH1A1 block -7%, TRb SRC2 PPI -11%, KDM4E inh 3%, RGS12 GoLoco inh -2%, LMNA splice mod 1%, TexasRed fluor -1%, RECQ1 helicase -13% and SMN2 splice enh 6%.
CC1CC(=O)N(C)c2ccc([N+](=O)[O-])cc2N1 (stereo not drawn) was read as ALDH1A1 block inconclusive, TRb SRC2 PPI 1%, KDM4E inh 0%, RGS12 GoLoco inh -8%, LMNA splice mod -19%, TexasRed fluor 1%, RECQ1 helicase -3% and SMN2 splice enh 0%[1.84 µM].
`CC(=O)c1c(C)[nH]c(C(=O)COC(=O)CN(C)S(=O)(=O)c2ccc(Cl)cc2)c1C` gave ALDH1A1 block -1%, TRb SRC2 PPI -1%, KDM4E inh -2%, RGS12 GoLoco inh 9%, LMNA splice mod 1%, TexasRed fluor 2%, RECQ1 helicase -15% and SMN2 splice enh -8%.
COc1ccc(CCNC(=O)c2cc(C(C)C)on2)cc1OC was read as ALDH1A1 block -1%, TRb SRC2 PPI 0%, KDM4E inh -2%, RGS12 GoLoco inh 0%, LMNA splice mod -12%, TexasRed fluor 0%, RECQ1 helicase -9% and SMN2 splice enh 0%.
For CCOC(=O)c1[nH]c(C)c(C(=O)N2CCN(c3ccc(OC)cc3)CC2)c1C the results were ALDH1A1 block 4%, TRb SRC2 PPI -1%, KDM4E inh -2%, RGS12 GoLoco inh -1%, LMNA splice mod 1%[9.22 µM], TexasRed fluor -2%, RECQ1 helicase -2% and SMN2 splice enh -28%.
For CCOC(=O)N1CCN(S(=O)(=O)c2cc(Br)cc3c2N(C(=O)CC)CC3)CC1 the results were ALDH1A1 block 10%, TRb SRC2 PPI -4%, KDM4E inh 2%, RGS12 GoLoco inh 6%, LMNA splice mod 0%, TexasRed fluor -3%, RECQ1 helicase 8% and SMN2 splice enh 9%.
COc1ccc(-n2c(=O)c(-c3ccc(Cl)cc3)nc3cncnc32)cc1 was read as ALDH1A1 block -1%, RGS12 GoLoco inh 2%, RECQ1 helicase -4% and SMN2 splice enh -3%.
For COc1ccc(NC(=O)NCc2ccncc2)cc1 the results were ALDH1A1 block 7%, TRb SRC2 PPI -6%, KDM4E inh 0%, RGS12 GoLoco inh -1%, LMNA splice mod 15%, TexasRed fluor -2%, RECQ1 helicase inactive and SMN2 splice enh -4%.
Screening CN1CCN(CCCNC(=O)c2cc3c(=O)oc4ccccc4c3s2)CC1 returned ALDH1A1 block inconclusive, TRb SRC2 PPI -1%, KDM4E inh inconclusive, RGS12 GoLoco inh 9%, LMNA splice mod 8%, TexasRed fluor 0%, RECQ1 helicase -5% and SMN2 splice enh inconclusive.
Cc1ccc(/C=N/NC(=O)c2cccc([N+](=O)[O-])c2)o1 was read as ALDH1A1 block inconclusive, TRb SRC2 PPI 12%, KDM4E inh -6%, RGS12 GoLoco inh 2%, LMNA splice mod -16%, TexasRed fluor -1%, RECQ1 helicase -10% and SMN2 splice enh -22%.
`O=C(OCc1cnc(Cl)s1)c1c(F)cccc1F` gave ALDH1A1 block -3%, TRb SRC2 PPI -7%, KDM4E inh inconclusive, RGS12 GoLoco inh 0%, TexasRed fluor -2%, RECQ1 helicase 8% and SMN2 splice enh 2%.
`Cc1ccc(-c2cc(C(=O)Nc3ccc(S(=O)(=O)Nc4ncccn4)cc3)[nH]n2)c(O)c1C` gave TRb SRC2 PPI 26%, KDM4E inh -19%, RGS12 GoLoco inh 11%, TexasRed fluor -15% and RECQ1 helicase -14%.
`CN(C)CCN(Cc1cc2cc3c(cc2[nH]c1=O)OCCO3)C(=S)NCC1CCCO1` (stereo not drawn) gave ALDH1A1 block inconclusive, TRb SRC2 PPI -11%, KDM4E inh inconclusive, RGS12 GoLoco inh 29%, LMNA splice mod inconclusive, TexasRed fluor -4%, RECQ1 helicase inactive and SMN2 splice enh 1%.
Screening COc1ccc(CN2CCNC(=O)C2CC(=O)NCCSc2nccn2C)c(OC)c1 (stereo not drawn) returned ALDH1A1 block -2%, TRb SRC2 PPI -3%, KDM4E inh -22%, RGS12 GoLoco inh 7%, LMNA splice mod inconclusive, TexasRed fluor -5% and RECQ1 helicase -1%.
Screening Cc1cccc(NC(=O)CN(C)S(=O)(=O)c2cccs2)c1 returned ALDH1A1 block 0%, TRb SRC2 PPI 2%, KDM4E inh 7%, RGS12 GoLoco inh 5%, LMNA splice mod -7%, TexasRed fluor -2%, RECQ1 helicase inactive and SMN2 splice enh -10%.
For COc1cccc(OCC(O)CN2CCN(CCO)CC2)c1 (stereo not drawn) the results were ALDH1A1 block 0%, TRb SRC2 PPI -5%, KDM4E inh 0%, RGS12 GoLoco inh 1%, LMNA splice mod -8%, TexasRed fluor 0%, RECQ1 helicase -9% and SMN2 splice enh 28%.
For CO/C([O-])=N/c1c[n+](-c2ccc(C)cc2)no1 the results were ALDH1A1 block inconclusive, TRb SRC2 PPI -4%, KDM4E inh -6%, RGS12 GoLoco inh 4%, LMNA splice mod -7%, TexasRed fluor -3%, RECQ1 helicase 1% and SMN2 splice enh inconclusive.
`CCCOc1ccc(Oc2nc(-c3ccncc3)nc3ccccc23)cc1` gave ALDH1A1 block 2%, TRb SRC2 PPI 8%, KDM4E inh 4%, RGS12 GoLoco inh 2%, TexasRed fluor -2% and RECQ1 helicase -1%.
For COC(=O)C1=C(C)NC(=O)NC1c1cc(Cl)ccc1OC (stereo not drawn) the results were ALDH1A1 block 2%, TRb SRC2 PPI -4%, KDM4E inh 11%, RGS12 GoLoco inh -4%, LMNA splice mod -3%, TexasRed fluor -1%, RECQ1 helicase -6% and SMN2 splice enh -3%.
`CCOC(=O)c1c(NC(=O)Cc2cccs2)sc(C)c1C` gave ALDH1A1 block 13µM*, TRb SRC2 PPI 1%, KDM4E inh -11%, RGS12 GoLoco inh 73%[activator], LMNA splice mod 0%, TexasRed fluor -5%, RECQ1 helicase inactive and SMN2 splice enh 9%.
Screening CCN1CCN(Cc2ccc(NC(=O)c3ccc(C)c(NC(=O)C[C@@H]4NC(=O)[C@H](Cc5ccccc5)NC4=O)c3)cc2C(F)(F)F)CC1 returned TRb SRC2 PPI -1%, KDM4E inh -15%, RGS12 GoLoco inh 12%, TexasRed fluor -1% and RECQ1 helicase -5%.
Screening Cc1ccc(S(=O)(=O)N(C)C(=O)NC(=O)NS(=O)(=O)c2ccccc2)cc1 returned ALDH1A1 block 15%, TRb SRC2 PPI -3%, KDM4E inh 8%, RGS12 GoLoco inh 6%, LMNA splice mod inconclusive, TexasRed fluor -1%, RECQ1 helicase -10% and SMN2 splice enh -10%.
Screening O=c1c2[nH]c3ccccc3c2ncn1CCC1=CCCCC1 returned ALDH1A1 block inconclusive, TRb SRC2 PPI -6%, KDM4E inh -19%, RGS12 GoLoco inh 7%, LMNA splice mod inconclusive, TexasRed fluor 0%, RECQ1 helicase -9% and SMN2 splice enh 24%.
